Source: PubChem BioAssay
WRN helicase inh: inhibitors of human WRN helicase. Q14191. WRN helicase unwinding, fluorescent forked duplex, kinetic. Potency, µM (top dose mostly 114 µM), inactives show at the highest dose activity change, negative = inhibition, hits mostly inhibitors. 360,000 tested, 0.46% active. AID 651768; note: potency is the fitted concentration of half-maximal effect; % is set by controls: 0 for no effect and ±100 for the full control effect; nearly all actives have a fitted effect of over 55% in size
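Primary qHTS, 1536-well format. 20 nM WRN + compound, 15 min RT; start with 100 nM forked fluorophore/quencher duplex, 2 mM ATP (final); kinetic read ex 525/em 598 nm.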
EPAC1 antag: blocks human EPAC1 exchange factor; Potency, µM (series often up to 115 µM), inactives show at the highest dose activity change, negative = inhibition, most hits filed as inhibitors; 360,000 tested, 0.14% active; AID 720709; EPAC1 GEF assay, Rap1b-BODIPY-GDP exchange fluorescence; O95398;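 note: potency is the fitted concentration of half-maximal effect; plate controls were vehicle for no effect and positive control for full effect; nearly all actives have a fitted effect of over 50% in size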
Target sequence (O95398 whole entry, looked up): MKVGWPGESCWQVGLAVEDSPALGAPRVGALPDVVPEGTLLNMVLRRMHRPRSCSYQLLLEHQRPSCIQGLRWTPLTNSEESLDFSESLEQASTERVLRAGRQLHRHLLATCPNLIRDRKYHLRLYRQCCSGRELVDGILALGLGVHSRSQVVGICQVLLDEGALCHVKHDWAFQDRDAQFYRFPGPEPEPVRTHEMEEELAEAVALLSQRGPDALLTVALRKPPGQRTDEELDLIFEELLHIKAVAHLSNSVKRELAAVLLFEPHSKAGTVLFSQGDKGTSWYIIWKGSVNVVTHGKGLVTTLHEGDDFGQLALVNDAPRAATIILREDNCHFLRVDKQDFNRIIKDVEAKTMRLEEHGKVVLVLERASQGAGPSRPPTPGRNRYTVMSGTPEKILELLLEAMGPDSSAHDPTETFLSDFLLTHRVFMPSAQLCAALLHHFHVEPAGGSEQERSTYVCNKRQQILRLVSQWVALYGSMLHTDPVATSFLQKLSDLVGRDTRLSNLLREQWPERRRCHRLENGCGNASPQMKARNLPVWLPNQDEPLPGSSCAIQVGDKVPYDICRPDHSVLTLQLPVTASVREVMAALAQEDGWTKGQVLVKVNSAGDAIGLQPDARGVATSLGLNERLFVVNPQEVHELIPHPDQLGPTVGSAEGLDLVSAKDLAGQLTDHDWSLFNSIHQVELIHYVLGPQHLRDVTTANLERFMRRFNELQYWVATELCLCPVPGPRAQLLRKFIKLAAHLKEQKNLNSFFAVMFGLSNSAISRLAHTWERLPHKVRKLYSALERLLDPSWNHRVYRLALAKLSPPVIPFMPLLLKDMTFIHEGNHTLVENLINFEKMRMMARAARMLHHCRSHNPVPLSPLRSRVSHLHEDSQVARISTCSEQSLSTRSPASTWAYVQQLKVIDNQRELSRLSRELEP
CCT modulator: modulators of cytosolic chaperonin (CCT/TRiC) activity; purified chaperonin ATPase assay, HTRF ADP detection, 30 min; activity change, % (test concentration not listed), hits read low; 360,000 tested, 0.3% active; in the data active = activity change below about -30%; note: % is set by controls: 0 for no effect and ±100 for the full control effect
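TRiC at 40 or 20 nM final (batch-dependent) in 30 mM Tris pH 7.4, 100 mM KCl, 5 mM MgCl2, 1 mM DTT, with compound at single 76 uM and 10 uM ATP, 30 min at 37 deg C. ADP detected by HTRF Transcreener, 665/615 ratio.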
PLK1 PBD block: PLK1 (human) polo-box domain binding inhibition; P53350; Plk1 PBD binding of FITC phosphopeptide, fluorescence polarization; Potency, µM, inactives show max response, negative = inhibition, usual class: inhibitors; 360,000 tested, 2.8% active; AID 720504; note: potency is the fitted concentration of half-maximal effect; series mostly up to about 57 µM; % is set by controls: 0 for no effect and ±100 for the full control effect; nearly all actives have a fitted effect of over 65% in size
EPAC2 antag: EPAC2 (human) antagonism. Q8WZA2. EPAC2 GEF exchange of Rap1B-BODIPY-GDP, fluorescence. Potency, µM (series often up to 114 µM), without a hit: top-dose activity, negative = inhibition, actives largely listed as inhibitors. 360,000 tested, 0.18% active; note: potency is the fitted concentration of half-maximal effect; % is set by controls: 0 for no effect and ±100 for the full control effect; nearly all actives have a fitted effect of over 45% in size; many of its hits are not listed in these tables
EPAC1 agonist: EPAC1 (human) agonism | O95398 | EPAC1 agonist qHTS, biochemical assay; response scale: 100% = response to 6.5 mM cAMP | Potency, µM (titrated, usually from 154 µM), for inactives: at the highest dose activation, most hits filed as activators | 360,000 tested, 0.073% active | AID 720707; note: potency is the fitted concentration of half-maximal effect; nearly all actives have a fitted effect of over 60% in size
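Read-out is the fluorescence drop as BODIPY-GDP leaves Rap1B (480 nm excitation, 540 nm emission), recorded every 5 minutes over 30 minutes. Reactions held 100 nM EPAC1, 250 nM Rap1B–BODIPY-GDP and 50 uM GDP, with 6.5 mM cAMP setting full activation.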
PI5P4Ka inh: blocks human PI5P4K alpha kinase activity; 330,000 tested, 1.2% active; P48426; max response, %; PI5P4Kalpha enzyme, ADP-Glo luminescence, 60 min; hits give low values; AID 652105; active = max response of -50% or lower; inconclusive = between -30% and -50%; inactive = -30% or higher; note: value at the top dose of about 77 µM; % is set by controls: 0 for no effect and ±100 for the full control effect
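PI5P4Kalpha ADP-Glo assay; 5 microM ATP final; 60 min RT reaction; HEPES pH 7.4/EGTA/CHAPS, 5% DMSO; controls lacking substrate or enzyme; luminescent end-point.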
Mm-Cpn inhibitor: blocks the Methanococcus maripaludis chaperonin Mm-Cpn. purified Mm-Cpn ATPase, ADP Transcreener TR-FRET. Potency, µM (titrated, usually from 76.9 µM), inactives show at the top dose activity, negative = inhibition, actives largely listed as inhibitors. 330,000 tested, 0.031% active. AID 504842; note: potency is the fitted concentration of half-maximal effect; % is set by controls: 0 for no effect and ±100 for the full control effect; nearly all actives have a fitted effect of over 80% in size
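TR-FRET (320 nm excitation; 590 and 665 nm emission) reports ADP made from 10 uM ATP by 25 nM enzyme; compounds were preincubated 10 min, reaction run 30 min, both at 37°C.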
* hit, by the source's call; u = inconclusive; x = not tested or not shown; [ ] = another dose, or the depositor's remark. Unless noted, calls come from the whole dose curve; as a rule, active = well fitted curve in the direction sought with a large enough effect; inconclusive = small, poorly fitted or top-dose-only effect, or another doubt; inactive = no such curve, though single readings can be large; an effect the other way counts as inactive or inconclusive.

SMILES | WRN helicase inh | EPAC1 antag | CCT modulator | PLK1 PBD block | EPAC2 antag | EPAC1 agonist | PI5P4Ka inh | Mm-Cpn inhibitor
O=C(Nc1nnc(C2CC2)o1)c1ccc(S(=O)(=O)N2CCc3ccccc3C2)cc1 | 0% | -13% | -0.3 | -5% | -17% | 5% | -5 | 1%
Cc1cccc(N(CC(N)=O)C2SC(=O)N(c3ccccc3)C2=O)c1 (centres undefined) | -17% | -6% | -0.9 | -19% | 2% | 8% | 2 | 1%
Cc1cc(NC(=O)COC(=O)c2c(C)noc2C)ccc1Br | 7% | -6% | 0.5 | 4% | 8% | -10% | 3 | -1%
CS(=O)(=O)c1ccc(Cl)c(NC(=O)COC(=O)c2cccc(S(=O)(=O)N3CCCC3)c2)c1 | -6% | -16% | -0.7 | -12% | 1% | 9% | 0 | -2%
COc1ccc(C)cc1NC(=O)c1cc(S(=O)(=O)N2CCOCC2)cn1C | -1% | 0% | 1.6 | -8% | 13% | -6% | 2 | 0%
COCCN1C(=O)/C(=C2/C(=O)N(CC(=O)Nc3ccccc3Cl)c3ccccc32)SC1=S | 4% | 4% | -9.7 | -1% | -12% | 0% | -8 | 0%
Cc1c(CCOC(=O)c2ccccc2)sc[n+]1CC(=O)c1ccc(Br)cc1 | 3% | 20% | -12 | 3% | -1% | 4% | 0 | -1%
COc1ccc(C2(CCN=Cc3ccc(N(C)C)cc3)CCOC(C)(C)C2)cc1 (centres undefined) | 5% | 9% | 0.0 | 2% | -5% | -4% | 3 | -1%
C[C@@H]1COC(=O)CCC/C=C\C[C@@H](CC(=O)N(CCO)Cc2ccccc2)C(=O)N1 | 2% | 5% | -0.2 | -1% | 14% | 2% | -1 | 1%
Cc1cc(=O)oc2ccc(OCC(=O)O)cc12 | -3% | 11% | -58* | 1% | 8% | 4% | 4 | 0%
CCc1cccc(CC)c1NC(=S)NCCc1c(C)[nH]c2ccc(C)cc12 | -9% | u | -0.7 | -8% | -20% | -4% | 1 | 2%
O=C(OC(c1ccc(NS(=O)(=O)c2ccccc2)cc1)(C(F)(F)F)C(F)(F)F)c1ccccc1 | -11% | u | 0.6 | -1% | -15% | -14% | 14 | -9%
C/C(=N\NC(=O)c1cccc(S(=O)(=O)N2CCOCC2)c1)c1ccc(C#N)cc1 | -34% | -12% | -1.8 | -5% | -4% | 9% | 1 | 4%
CN1CCN(C(=O)c2cc3ccccc3oc2=O)CC1 | -6% | 8% | 1.3 | -5% | 3% | 4% | 1 | 2%
Cc1cccc(C(=O)Nc2ccc(C(=O)N/N=C/c3cccc(C)n3)cc2)c1 | 6% | 5% | 2.3 | 0% | 10% | -4% | -4 | 0%
Cc1cc(=O)oc2cc(Oc3ccc([N+](=O)[O-])cc3[N+](=O)[O-])ccc12 | -35%[11.6 µM] | 6% | -2.7 | -3% | 5% | 0% | 3 | 1%
O=C(Cn1cnc2ccccc21)N/N=C/c1cccnc1 | 5% | -12% | 0.3 | -18% | -2% | 2% | 0 | 1%
COc1ccc(NC(=O)c2csc3c2CCCCC3)c(OC)c1 | -19% | 7% | 1.1 | -15% | u | -16% | 2 | 1%
Cc1nn(-c2ccccc2)c(C)c1C(=O)NCCc1ccccc1 | 8% | -16% | -3.1 | -15% | -14% | 10% | -3 | 0%
COC(=O)NCc1ccc(S(=O)(=O)N2CCOCC2)cc1 | 11% | 17% | -3.0 | -5% | 9% | -5% | x | 0%

Profiles as entered above. Order of values: WRN helicase inh	EPAC1 antag	CCT modulator	PLK1 PBD block	EPAC2 antag	EPAC1 agonist	PI5P4Ka inh	Mm-Cpn inhibitor
O=C(OC(c1ccc(NS(=O)(=O)c2ccccc2)cc1)(C(F)(F)F)C(F)(F)F)c1ccccc1 reads -11%	u	0.6	-1%	-15%	-14%	14	-9%
C/C(=N\NC(=O)c1cccc(S(=O)(=O)N2CCOCC2)c1)c1ccc(C#N)cc1 reads -34%	-12%	-1.8	-5%	-4%	9%	1	4%

Later entries
SMILES | WRN helicase inh | EPAC1 antag | CCT modulator | PLK1 PBD block | EPAC2 antag | EPAC1 agonist | PI5P4Ka inh | Mm-Cpn inhibitor
COc1ccccc1N1CCN(C2CCCN(C(=O)c3ccoc3C)C2)CC1 (centres undefined) | -27% | -2% | -0.6 | -12% | -8% | 7% | 5 | 1%
O=C(Nc1nc2ccccc2s1)c1ccc(OCC2CCCO2)cc1 (centres undefined) | -20%[57.1 µM] | 6% | 2.0 | 2% | 5% | -1% | 6 | -9%
Cc1ccc(S(=O)(=O)NCC(=O)Nc2ccc3c(c2)OCO3)cc1 | 5% | 29% | 1.9 | -9% | 5% | 2% | -16 | -1%
Cc1nc(NC(=O)c2cncc(Br)c2)ccc1Br | -32% | -13% | -0.5 | -12% | 6% | 8% | 4 | -14%
CCCCNC(=O)N1CCN(c2ccccc2OC)CC1 | -5% | 7% | -2.3 | -2% | -8% | -4% | 2 | -1%
CCOc1c(Cl)cc(CNC(C)(C)CC(C)(C)C)cc1OC | -4% | 0% | -1.5 | -9% | -4% | 2% | x | 1%
CCn1c(CCNC(=O)c2ccccc2Cl)n[nH]c1=S | -1% | 10% | -1.9 | -3% | 6% | 0% | 5 | -1%
O=C(C(Cl)Cl)N1CCN(Cc2ccc3c(c2)OCO3)CC1 | 3% | -7% | -2.0 | 1% | 5% | 0% | -3 | 0%
Cc1ccc(C)c(N2CCN(c3ncccc3[N+](=O)[O-])CC2)c1 | 6% | 2% | -1.6 | -17% | -11% | 8% | 21 | 0%
CC(C)NC(=O)CN(C(=O)CCC(=O)Nc1nccs1)c1ccc(C(C)C)cc1 | -1% | -2% | 0.9 | 0% | 18% | -12% | 2 | 0%
Cc1ccc(CNc2cc(C(=O)O)ccc2Cl)s1 | -10% | -8% | 2.6 | 3% | 19% | -2% | -3 | -2%
CCOCCOc1nc(C)cc(C)c1S(=O)(=O)c1ccccc1C | 4% | -14% | 1.6 | -9% | -13% | -8% | 0 | -1%
COc1ccc(NC(=O)C2Cc3c(-c4cccc(F)c4)ccnc3O2)cc1 (centres undefined) | -7% | -18% | -1.8 | -7% | -22% | 1% | 11 | x
O=C(O)CCc1ccc(-c2cccs2)o1 | u | 16% | -4.2 | u | 0% | 6% | x | 0%
O=C(NNC(=O)C1C2CCCCC21)c1coc(=O)c(Br)c1 (centres undefined) | -5%[11.6 µM] | -6% | -2.4 | -24% | 2% | -4% | u | -2%
O=C(NCCc1c[nH]c2ccccc12)Nc1cccc2ccccc12 | 2% | 0% | -0.9 | -1% | -3% | -8% | -10 | -2%
CC(C)C(c1nnnn1Cc1cccs1)N1CCN(c2ccccc2)CC1 (centres undefined) | -14% | 5% | -1.1 | -3% | -4% | 4% | 2 | 1%
Fc1ccc(-c2cn3cc(C(F)(F)F)cc(Cl)c3n2)cc1 | -12% | 1% | -0.4 | 2% | -9% | 8% | 6 | -14%
COc1ccc(CSc2nnnn2-c2ccc(C(=O)O)cc2)cc1 | 0% | 6% | -3.6 | 4% | -8% | 3% | -3 | 1%
Cc1cccc(Cn2c(N(C)CCO)nc3c2c(=O)[nH]c(=O)n3C)c1 | 0% | -2% | -0.2 | 0% | 3% | -2% | 5 | 1%
CCOc1ccc(-c2cc(N3C(=O)Nc4ccccc4N3O)on2)cc1 | 5% | 0% | -3.9 | -6% | 11% | -1% | x | 0%
CN(C)c1ncnc2c1ncn2[C@H]1CN(Cc2ccc(-c3ccccc3)cc2)C[C@@H](CO)O1 | 0% | -10% | -1.5 | -1% | 11% | -12% | 4 | x
COc1cc(/C=N/N=C2/C(=O)Nc3ccccc32)ccc1O | -15% | -17% | -0.8 | -3% | -3% | -8% | -17 | 2%
Cc1cc(C)n2nc(CNS(=O)(=O)c3cccc([N+](=O)[O-])c3)nc2n1 | -6% | 10% | -0.8 | 3% | 7% | 13% | 1 | -4%
O=C(CCc1ccc(S(=O)(=O)N2CCOCC2)cc1)NCCCN1CCCC1=O | 9% | 8% | 0.9 | -8% | 3% | 6% | x | -1%
CN(C)/C=C/C(=O)c1cccc(Oc2ncccn2)c1 | -1% | -8% | 0.6 | 6% | 5% | 8% | -3 | 0%
O=C(CN1C(=O)NC2(CCOc3ccccc32)C1=O)c1ccc(F)cc1 (centres undefined) | -15% | -11% | -5.6 | 1% | 5% | -7% | -1 | 1%
c1ccc(COc2cncc(-c3cccnc3)c2)cc1 | -14% | 11% | 2.2 | u | -14% | 2% | -7 | -2%
NS(=O)(=O)c1ccc2nc(NC(=O)c3ccc4c(c3)OCCO4)sc2c1 | 3% | 21% | -1.3 | -2% | 5% | 7% | -2 | -22%
CCOC(=O)c1cnc(-n2nc(C)cc2C)nc1Nc1ccc(OC)cc1 | -2% | -11% | -3.0 | -7% | -3% | 1% | x | 0%
Cc1ccc(-c2cc(C(=O)Nc3ccc(S(=O)(=O)Nc4ncccn4)cc3)[nH]n2)c(O)c1C | u | -22% | -0.9 | -28% | 11% | 1% | -7 | 2%
CSCC[C@H](NC(=O)N1CCn2c1nc1ccccc12)C(=O)N[C@@H](C(=O)O)c1ccccc1 | -9% | -1% | 2.3 | -8% | -8% | -3% | 7 | 0%
CCn1c(CCCc2ccc(OC)c(C)c2)n[nH]c1=S | -5% | -8% | 1.9 | 1% | 0% | -2% | -9 | 1%

By substructure: the entries above with a Cl atom (7)
SMILES | WRN helicase inh | EPAC1 antag | CCT modulator | PLK1 PBD block | EPAC2 antag | EPAC1 agonist | PI5P4Ka inh | Mm-Cpn inhibitor
CS(=O)(=O)c1ccc(Cl)c(NC(=O)COC(=O)c2cccc(S(=O)(=O)N3CCCC3)c2)c1 | -6% | -16% | -0.7 | -12% | 1% | 9% | 0 | -2%
COCCN1C(=O)/C(=C2/C(=O)N(CC(=O)Nc3ccccc3Cl)c3ccccc32)SC1=S | 4% | 4% | -9.7 | -1% | -12% | 0% | -8 | 0%
CCOc1c(Cl)cc(CNC(C)(C)CC(C)(C)C)cc1OC | -4% | 0% | -1.5 | -9% | -4% | 2% | x | 1%
CCn1c(CCNC(=O)c2ccccc2Cl)n[nH]c1=S | -1% | 10% | -1.9 | -3% | 6% | 0% | 5 | -1%
O=C(C(Cl)Cl)N1CCN(Cc2ccc3c(c2)OCO3)CC1 | 3% | -7% | -2.0 | 1% | 5% | 0% | -3 | 0%
Cc1ccc(CNc2cc(C(=O)O)ccc2Cl)s1 | -10% | -8% | 2.6 | 3% | 19% | -2% | -3 | -2%
Fc1ccc(-c2cn3cc(C(F)(F)F)cc(Cl)c3n2)cc1 | -12% | 1% | -0.4 | 2% | -9% | 8% | 6 | -14%

The list is partial; count on the stated rates, not on these rows.
